Mito fusion yeast: qHTS Assay for Small Molecule Inhibitors of Mitochondrial Division or Activators of Mitochondrial Fusion. S. cerevisiae fusion-defective mutant growth rescue, CellTiterGlo 48 h. Potency, µM (doses to about 46.1 µM), inactives show at the highest dose growth rescue (activation), hits mostly activators. 320,000 compounds, 0.23% hits;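 note: potency is the fitted concentration of half-maximal effect; % of control where 0% means no effect; nearly all actives have a fitted effect of over 45% in size; temperature-sensitive fusion mutants such as fzo1-1 at 37 °C on non-fermentable ethanol glycerol medium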
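Yeast fusion mutant, YPEG (non-fermentable carbon), compound, 48 h at 37C non-permissive; CellTiterGlo added, 10 min RT, luminescence read. Rescued growth = division inhibition.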
MBNL1-CUG inh: qHTS Assay for Inhibitors of MBNL1-poly(CUG) RNA binding | Muscleblind-like protein 1 (Homo sapiens), Q9NR56 | TR-FRET MBNL1-His/biotin-(CUG)12 binding, 665/545 ratio | Potency, µM (doses to about 57.5 µM), for inactives: at the top dose activity change, negative = inhibition, hits mostly inhibitors | 280,000 compounds, 0.036% hits | AID 2675, 2010; active = well fitted inhibition curve with a large enough effect in the signal ratio, with a control signal flat, not every such curve was filed as active; inconclusive = small, poorly fitted or top-dose-only effect, or effect the other way, or a change in a side signal; inactive = no such curve, though single readings can be large or run the other way; the % refers to the signal ratio; note: potency is the fitted concentration of half-maximal effect; % is set by controls: 0 for no effect and ±100 for the full control effect
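Compounds (final 92 nM to 58 uM) are added to His-tagged MBNL1 and biotin-(CUG)12, then terbium anti-His antibody and streptavidin-XL665 (5 nM final). After 60 min at room temperature, the 665/545 nm ratio is read.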
ASM inhibitor: Inhibitors of Secretory Acid Sphingomyelinase (S-ASM): qHTS. Sphingomyelin phosphodiesterase (Homo sapiens), P17405. placental ASM, HMU-PC fluorogenic substrate, 60 min. Potency, µM (doses to about 57.5 µM), without a hit: top-dose activity change, negative = inhibition, hits mostly inhibitors. 340,000 compounds, 0.006% hits. AID 504937, 2011; note: potency is the fitted concentration of half-maximal effect
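Human placenta-derived ASM preincubated with compound 10 min at room temperature, then reacted with 9 uM (final) fluorogenic HMU-PC substrate for 60 min at 37 C. Stop solution raises pH to 10; fluorescence read at Ex 386/Em 447 nm.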
Eya2 inh: qHTS Assay for Inhibitors of the Phosphatase Activity of Eya2; Protein phosphatase EYA2 (Homo sapiens), O00167; recombinant Eya2, OMFP fluorescence dephosphorylation (OMFP is methylfluorescein phosphate); Potency, µM (doses to about 76.9 µM), for the others: at the highest dose activity, negative = inhibition, usual class: inhibitors; 330,000 compounds, 0.006% hits; AID 488837, 2010; note: potency is the fitted concentration of half-maximal effect; % is set by controls: 0 for no effect and ±100 for the full control effect
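Eya2 protein (added as 0.2 uM solution) was preincubated with compound for 10 min at ambient temperature in 50 mM HEPES pH 7.5, 50 mM NaCl, 5 uM MgCl2, 0.05% BSA, 1 mM DTT. OMFP (added at 50 uM) then reacted 10 min; fluorescence read at 485/525 nm.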
Menin MLL FP TR: qHTS Assay for Inhibitors Targeting the Menin-MLL Interaction in MLL Related Leukemias: Competition With Texas Red Labeled MLL-derived Mutant Peptide | O00255 | Menin + Texas Red MLL mutant peptide, fluorescence polarization | Potency, µM (titrated, usually from 61.6 µM), inactives show at the highest dose FP activity change, negative = inhibition, hits mostly inhibitors | 270,000 compounds, 0.23% hits | AID 1768, 2009; active = well fitted inhibition curve with a large enough effect in the polarisation, with a control signal flat, not every such curve was filed as active; inconclusive = small, poorly fitted or top-dose-only effect, or effect the other way, or a change in a side signal; inactive = no such curve, though single readings can be large or run the other way; the % refers to the polarisation; note: potency is the fitted concentration of half-maximal effect; % of control where 0% means no effect; many of its hits are not listed in these tables
TSHR antag: Antagonists of the Thyroid Stimulating Hormone Receptor: HTS campaign | Thyrotropin receptor (Homo sapiens), P16473 | TSHR-expressing cells, TSH-stimulated cAMP HTRF, 2 h; hits give low values | activity change, negative = inhibition, % at 11.5 µM | 330,000 compounds, 0.2% hits | AID 504810, 2011;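 active = activity change below a set negative limit, meaning inhibition stronger than a set level, cut at about -70% in these data; inconclusive = activity change between two set negative limits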; note: % is set by controls: 0 for no effect and ±100 for the full control effect
Target sequence (P16473 whole entry, looked up): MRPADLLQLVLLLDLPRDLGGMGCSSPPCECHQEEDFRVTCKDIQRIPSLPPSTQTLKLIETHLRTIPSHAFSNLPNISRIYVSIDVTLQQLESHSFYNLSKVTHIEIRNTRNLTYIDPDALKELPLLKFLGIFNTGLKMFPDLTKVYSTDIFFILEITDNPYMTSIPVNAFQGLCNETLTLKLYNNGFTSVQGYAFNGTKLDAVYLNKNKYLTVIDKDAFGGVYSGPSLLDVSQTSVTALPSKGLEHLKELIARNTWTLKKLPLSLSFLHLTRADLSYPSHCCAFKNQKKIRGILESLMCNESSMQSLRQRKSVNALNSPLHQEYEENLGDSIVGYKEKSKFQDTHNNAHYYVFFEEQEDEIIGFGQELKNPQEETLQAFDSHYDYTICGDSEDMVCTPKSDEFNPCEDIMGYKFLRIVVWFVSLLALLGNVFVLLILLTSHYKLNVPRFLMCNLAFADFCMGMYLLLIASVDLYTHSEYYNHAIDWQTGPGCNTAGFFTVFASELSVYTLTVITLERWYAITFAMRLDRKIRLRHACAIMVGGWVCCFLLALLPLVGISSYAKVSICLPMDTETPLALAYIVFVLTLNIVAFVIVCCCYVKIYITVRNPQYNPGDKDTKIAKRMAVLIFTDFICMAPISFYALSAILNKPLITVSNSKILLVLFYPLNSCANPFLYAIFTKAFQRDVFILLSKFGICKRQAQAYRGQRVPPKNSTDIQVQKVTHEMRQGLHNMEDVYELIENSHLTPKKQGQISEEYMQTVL
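Read-out is FRET at 665 nm (cryptate excitation 337 nm) from a cryptate-tagged anti-cAMP antibody, competed by cell cAMP against cAMP-d2. Compounds are tested on freshly harvested TSHR cells challenged with 4nM TSH (EC80) for 2 hours at 37 deg C.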
PKM2 activator: qHTS Assay for Activators of Human Muscle isoform 2 Pyruvate Kinase; Pyruvate kinase PKM (Homo sapiens), P14618; purified PKM2, Kinase-Glo ATP luminescence, activation; response scale: 0% is enzyme alone, no compound; Potency, µM (top dose mostly 57.5 µM), for inactives: top-dose activation, actives largely listed as activators; 260,000 compounds, 0.34% hits; AID 1631, 2009; note: potency is the fitted concentration of half-maximal effect; % is set by controls: 0 for no effect and ±100 for the full control effect; nearly all actives have a fitted effect of over 55% in size
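hPK-M2, >95% pure; 0.1 mM ADP / 0.5 mM PEP final; imidazole pH7.2 buffer w/ 7 mM MgCl2, 50 mM KCl; 1 h RT; Kinase-Glo lum. Intermediate enzyme activity for dual inhibitor/activator qHTS.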
BCR signal inh: qHTS Assay to Find Inhibitors of Chronic Active B-Cell Receptor Signaling; ABC-DLBCL IkBa-CBG/CBR reporter, luminescence ratio, 4 h; 340,000 compounds, 0.05% hits; Potency, µM (titrated, usually from 46.1 µM), for the others: at the highest dose ratio change, negative = lower green/red ratio, hits mostly inhibitors; AID 493014, 2011; active = well fitted inhibition curve with a large enough effect in the signal ratio, with a control signal flat, not every such curve was filed as active; inconclusive = small, poorly fitted or top-dose-only effect, or effect the other way, or a change in a side signal; the % refers to the signal ratio;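 note: potency is the fitted concentration of half-maximal effect; plate controls were basal doxycycline-induced cells for no effect and cells given 10 µM MG132 for full effect; MG132 reads +100%, hits lower the ratio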
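Doxycycline induced both beetle luciferases in TMD8 lymphoma cells; IKK-driven degradation limits the IkappaBalpha-fused green signal, while red luminescence normalises for cell number and nonspecific effects. Compounds tested up to 46 uM, 4 hrs.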
GALK inh: qHTS Assay for Inhibitors of Human Galactokinase (GALK); Purified GALK, Kinase-Glo residual ATP luminescence; Potency, µM (doses to about 57.5 µM), for the others: at the highest dose activity change, negative = inhibition, most hits filed as inhibitors; 270,000 compounds, 0.007% hits; note: potency is the fitted concentration of half-maximal effect; % is set by controls: 0 for no effect and ±100 for the full control effect
Target sequence (P51570 whole entry, looked up): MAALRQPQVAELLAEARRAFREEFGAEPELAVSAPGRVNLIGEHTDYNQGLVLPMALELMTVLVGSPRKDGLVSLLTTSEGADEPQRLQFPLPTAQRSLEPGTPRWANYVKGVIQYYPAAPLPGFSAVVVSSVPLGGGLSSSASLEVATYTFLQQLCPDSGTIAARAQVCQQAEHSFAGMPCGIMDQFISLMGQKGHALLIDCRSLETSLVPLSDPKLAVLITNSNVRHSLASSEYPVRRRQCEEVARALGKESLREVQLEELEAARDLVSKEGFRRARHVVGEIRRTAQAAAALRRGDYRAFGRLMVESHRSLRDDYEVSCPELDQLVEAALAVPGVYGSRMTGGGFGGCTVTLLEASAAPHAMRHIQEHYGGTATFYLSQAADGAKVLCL
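Kinase-Glo Plus luminescence measured ATP left after a 1 h room-temperature reaction. The reaction used 5 nM GALK, 100 uM galactose and 35 uM ATP at pH 8.0 (20 mM HEPES, 5 mM MgCl2, 60 mM NaCl, 1 mM DTT, 0.01% BSA).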
USP2a block: qHTS Assay for Inhibitors of Ubiquitin-specific Protease USP2a Using CHOP2 as the Reporter; USP2 core, Ub-CHOP2 coupled fluorogenic reporter, 485/531; Potency, µM (series often up to 38.3 µM), for the others: at the highest dose activity change, negative = inhibition, most hits filed as inhibitors; AID 463254, 2010; 330,000 compounds, 0.01% hits; Ubiquitin carboxyl-terminal hydrolase 2 (Homo sapiens), O75604;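 note: potency is the fitted concentration of half-maximal effect; plate controls were DMSO wells for no effect and full inhibition by NEM control for full effect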
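USP2 core (10nM final) preincubated 30min RT with compound in 20mM Tris-HCl pH 8.0, 2mM CaCl2, 2mM beta-mercaptoethanol, 0.05% CHAPS; 25nM Ub-CHOP2 plus 25nM reporter substrate added, fluorescence (Ex485/Em531) read after 60min.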
hERG WT inh: qHTS for Inhibitors of KCHN2 3.1: Wildtype qHTS; 340,000 compounds, 0.37% hits; U2OS, BacMam KCNH2, thallium flux FluxOr; hits give low values; activity change, % at 1.84 µM; Voltage-gated inwardly rectifying potassium channel KCNH2 (Homo sapiens), Q12809;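 active = maximum activity change below -70%; inconclusive = maximum activity change between -70% and -50%; inactive = maximum activity change above -50%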; note: % is set by controls: 0 for no effect and ±100 for the full control effect
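U2OS cells were transduced with wild-type KCNH2 virus (2.03 x 10^8 / mL) for 4 h at room temperature, then cultured overnight at 37 C. Thallium flux was read with FluxOr dye. Rate constants were normalized to DMSO controls.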
The depositor's hits bear a star; ? = inconclusive; . = no result given; [ ] = remark or other dose. Unless noted, calls come from the whole dose curve; as a rule, active = well fitted curve in the direction sought with a large enough effect; inconclusive = small, poorly fitted or top-dose-only effect, or another doubt; inactive = no such curve, though single readings can be large; an effect the other way counts as inactive or inconclusive.

SMILES	Mito fusion yeast	MBNL1-CUG inh	ASM inhibitor	Eya2 inh	Menin MLL FP TR	TSHR antag	PKM2 activator	BCR signal inh	GALK inh	USP2a block	hERG WT inh
COc1ccc(/C=C/c2c([N+](=O)[O-])c(=O)n(C)c(=O)n2C)cc1O	-4%	?	-4%	8%	4%	-7	2%	?	-3%	0%	20
CC1(C)CC(=O)C2=C(C1)O[C@@]1(c3ccsc3)Cc3cc(C#N)ccc3C2O1	-2%[9.22 µM]	-5%[11.5 µM]	.	1%[15.4 µM]	1%[11.7 µM]	.	?	11%[9.22 µM]	.	0%[7.66 µM]	.
Cc1ccccc1C(=O)Nc1nc(SCc2ccc(Cl)cc2)n[nH]1	7%	-5%	-1%	-7%	.	2	?	?	-1%	2%	5
O=C(CSc1nccn1-c1ccccc1)Nc1ccc2c(c1)OCO2	-3%	-7%	-1%	-10%	12%	1	-4%	4%	1%	0%	1
COCC(=O)Nc1nnc(SCC(=O)N2C(C)CCCC2C)s1 (stereo not drawn)	8%	0%	4%	-4%	-11%	-3	-5%	-2%	-3%	-1%	5
COc1ccccc1C(=O)Nc1cccc(S(=O)(=O)N2CCCC2)c1	14%	6%	-2%	-11%	.	-33	6%	9%	0%	4%	6
O=Cc1c(C(=O)O)n(CC(=O)O)c2ccccc12	-3%	-10%	1%	-3%	1%	3	-6%	-3%	-1%	-1%	-3
CCCCCOC(=O)Nc1nnc(CCC)s1	-6%	-16%	0%	-4%	-9%	33	-3%	?	1%	0%	-3
O=C(NC1CC1)[C@@H]1CSC2c3ccccc3C(=O)N21 (stereo partly drawn)	-1%	-1%	0%	-1%	1%	11	5%[0.46 µM]	0%	1%	2%	5
COC(=O)C(Cc1ccc(O)cc1)NC(=O)CCOc1ccc(OC)cc1 (stereo not drawn)	0%	4%	-2%	8%	-9%	-11	-1%	-3%	-3%	0%	-4
Cc1ccc(S(=O)(=O)N(C)C[C@@H]2Oc3ccc(NC(=O)Nc4cccc5ccccc45)cc3C(=O)N([C@H](C)CO)C[C@H]2C)cc1	.	.	-8%	-38%	.	-6	.	0%	.	2%	-3
CCOc1cc2[nH]c(=S)n(CCCN(CC)CC)c(=O)c2cc1OCC	-6%	1%	-4%	0%	-2%	2	2%	-1%	0%	-1%	21
CN(Cc1cccc(Cl)c1)C(=O)C1CSC2(C)CCC(=O)N12 (stereo not drawn)	1%	2%	.	0%	.	-12	-1%	-4%	-1%	2%	5
N#C/C(=C\C=C\c1ccccc1)C(=O)N1CCCC1	2%	?	4%	-16%	0%	4	-9%	?	-3%	-3%	-29
COc1ccc(C(=O)CCC(=O)NCCc2c[nH]c3ccccc23)cc1OC	4%	5%	-4%	4%	17%	-9	3%	5%	-4%	3%	-6
O=C(Nc1ccccc1NC(=O)c1ccco1)c1ccco1	9%	7%	0%	9%	-10%	49	1%	0%	-1%	2%	-1
COc1ccc2c(c1)OC[C@H]1[C@H]2N2C(=O)c3ccc(C)cc3NC(=O)[C@@]2(C)[C@H]1c1ccccc1	.	.	-23%	-28%	.	-2	.	?	.	4%	0
COc1ccc(N2CCN(C(=O)CN3C(=O)NC(c4ccc(OC)cc4)(c4ccc(OC)cc4)C3=O)CC2)cc1	-29%	-3%	?	-8%	.	6	3%	-4%	-2%	3%	16
COCc1cc(=O)n2[nH]c(-c3ccccc3)cc2n1	2%	-1%	1%	10%[15.4 µM]	-16%	-4	-22%	?	2%	2%	-2
O=c1[nH]cc(C(F)(F)F)cc1NS(=O)(=O)c1ccccc1[N+](=O)[O-]	4%	7%	-1%	0%	3%	-1	-6%	1%	-1%	1%	16
COc1ccc(N2CCN(C(=O)COC(=O)CCc3ccccc3OC)CC2)cc1	5%	.	-3%	-1%	.	-7	.	-9%	.	0%	1
O=C(NCc1cccs1)C1CCCN1C(=O)NC1CCCCC1 (stereo not drawn)	-5%	-3%	5%	11%	3%	-6	-16%	0%	0%	2%	0
CCOC(=O)c1c(S(=O)(=O)NCc2ccc(OC)cc2)c(C)n(C)c1C	10%	4%	-3%	?	3%	0	.	0%	4%	-1%	1
C[C@H](NC(=O)COc1ccc(Cl)cc1)C(=O)N1CCC2(CC1)NCCc1[nH]cnc12	0%	0%	0%	-2%	.	14	.	-2%	-3%	2%	?
CCCN(Cc1nc(-c2ccc(Cl)cc2)no1)CC1CCCO1 (stereo not drawn)	19%	0%	-1%	-18%	-18%	-16	3%	?	1%	0%	4
O=C(/C=C/c1cccs1)NC(=S)NNC(=O)c1ccccc1O	-3%	17%	0%	0%	?	-34	-3%	?	1%	0%	1
CCOc1ccc2[nH]c(C)c(CN3CCCCCC3)c(=O)c2c1	-2%	4%	-3%	-2%	-11%	11	1%	0%	4%	-1%	-10
Cn1c(/C=N/O)nc2ccccc21	0%	-4%	1%	-3%	.	3	12%	-10%	2%	-1%	-17
O=C(CCl)N1c2ccccc2SCC1c1ccccc1 (stereo not drawn)	1%	2%	0%	-8%	-21%	-5	-1%	?	1%	-1%	-4
CC(C)Cn1c(SCC(=O)Nc2cccnc2Cl)nnc1-c1ccco1	.	.	7%	1%	.	-6	.	0%	.	1%	0
Cc1ccc2nc(Cl)c(/C=N/n3c(C)nnc3C)cc2c1	1%	16%	1%	0%	4%	-11	-3%	?	-1%	3%	-1
NS(=O)(=O)c1ccc(CCNC(=O)c2cc(-c3cc(Cl)ccc3O)n[nH]2)cc1	1%	1%	-13%	6%	.	-4	-1%	-21%	-3%	0%	-8
O=C(O)C1CCCCN1S(=O)(=O)c1cccc2nsnc12 (stereo not drawn)	-4%	34%[activator]	3%	-5%	1%	6	0%	-11%	0%	3%	2
O=S(=O)(c1cccc(S(=O)(=O)N2CCC(N3CCCCC3)CC2)c1)N1CCOCC1	2%	-19%	.	7%	-6%	32	-3%	0%	7%	-1%	.
CCN(/N=C/c1ccc(N(C)C)cc1)c1nc2ccccc2[nH]1	2%	2%	37%[activator]	7%	-14%	-7	2%	-1%	1%	4%	.
COc1cccc(/C=N/n2c(-c3cc(C)[nH]n3)n[nH]c2=S)c1O	6%	2%	4%	-3%	.	-7	-6%	?	0%	2%	-1
CCOC(=O)c1ccccc1NC(=O)COC(=O)CCNS(=O)(=O)c1ccccc1	0%	-2%	-2%	-5%	.	-2	-2%	-6%	5%	0%	13
Cc1nc2cc(C(F)(F)F)ccc2n1C1CCN(CC(=O)N2CCOCC2)CC1	-2%	-7%	0%	-6%	7%	1	1%	-2%	5%	2%	16
Cc1ccccc1N(CC(=O)NCc1ccc2c(c1)OCO2)C(=O)C1CSC(=O)C1 (stereo not drawn)	1%	-4%	1%	-2%	?	4	-6%	3%	1%	3%	-1
CC(=O)c1ccc(NC(=O)Nc2ccc(NS(=O)(=O)c3ccc(C)cc3)cc2)cc1	-2%	-4%	-23%	3%	?	-6	5%	-16%	1%	-7%	-10
CSc1ccc(/C=N/NC(=O)c2cc(O)cc(O)c2)cc1	-3%	32%[activator]	-7%	-1%	4%	12	-22%	?	-1%	1%	-2
CCCCCCCCNc1nc(Cl)nc(NCCN2CCOCC2)n1	-4%	-6%	-2%	-6%	-17%	-5	-13%	-9%	5%	1%	7
COc1cc(CN2CCN(Cc3cccc(OC)c3OC)CC2)cc(OC)c1	-1%	-5%	1%	2%	?	8	.	-12%	-5%	5%	-14

Screens: PubChem BioAssay, National Center for Advancing Translational Sciences (NCATS)

These rows are one share of the data; the hit share may differ from the screen's.
